LDHA block: qHTS assay for inhibitors of human lactate dehydrogenase | activity change, % (values are at about 110 or 230 µM) | purified LDHA, NADH/diaphorase-resazurin fluorescence; active compounds read low | 480,000 tested, 0.15% active; in the data active = activity change below about -30%;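 note: plate controls were DMSO wells for no effect and wells without enzyme for full effect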
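LDH5 2 nM; NADH 0.06 mM, pyruvate 0.2 mM; 200 mM Tris pH 7.4, EDTA, Tween-20; 5 min RT. Detection: diaphorase 0.133 mg/mL + resazurin 37 µM, fluorescence ex540/em590 at 0 and 20 min; normalized to enzyme-free and DMSO wells.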
An asterisk follows results filed as active.

SMILES	LDHA block
O=[N+]([O-])c1ccc(Oc2cccc(C(F)(F)F)c2)c2ccncc12	16.9
O=C1NC[C@H](CC2CCCCC2)N(CCc2cccc3ccccc23)C1=O	3.3
O=C(CCCSc1ccccc1)Nc1nc2ccc(F)cc2s1	-0.6
Cc1nc(SCC(=O)NN2C(=O)NC3(CCCCC3)C2=O)c2ccccc2n1	-3.7
Cc1ccc(CNC(=O)c2cc(=O)c3cc(Cl)ccc3o2)cc1	-1.8
O=C1CC(c2ccccc2O)Cc2nc(N3CCN(c4cccc(Cl)c4)CC3)ncc21 (centres undefined)	-1.2
COc1ccccc1-c1nc(S(=O)(=O)c2ccc3c(c2)OCCO3)c(N2CCOCC2)o1	0.3
CCCSC1=C(C#N)C(c2ccc(CC)cc2)CC(=O)N1 (centres undefined)	13.4
CSC(C)C(=O)N(C)Cc1ccsc1 (centres undefined)	5.2
COc1ccccc1NC(=O)C(CC(C)C)N1Cc2ccccc2C1=O (centres undefined)	2.8
O=C(/C=C/Nc1ccc(Cl)cc1)C(F)(F)F	5.2
CCc1c(C)sc(NC(=O)c2ccc(Cl)s2)c1C#N	6.5
CC(CCc1ccccc1)NC(=O)C1(CC(=O)NC(C)(C)C)CCCC1 (centres undefined)	0.7
O=C1NC[C@@H](Cc2ccc(O)cc2)N(CCCCC2CCCCC2)C1=O	-6.6
COc1ccc(CNC(=O)N(C)CCOc2ccccc2C)cc1OC	2.1
CC(C)C(=O)N1CCN(C(=O)c2nn(C)c(=O)c3ccccc23)CC1	-4.6
Cc1ccc(Cn2c(SCC(=O)O)nc3c2c(=O)n(C)c(=O)n3C)cc1	3.1
CCN(CC)C(=O)C(Sc1nc2cc(S(=O)(=O)N3CCCCC3)ccc2o1)c1ccccc1 (centres undefined)	-5.5
CCCCCCn1cc(CN2CC(N3CCSCC3)CS2(=O)=O)nn1 (centres undefined)	-0.3
Cc1cc(C(=O)O)c2c(C(C)C)nn(-c3ccc(F)cc3)c2n1	-1.7
Cc1ccc(C(=O)Nc2cnc3ccccc3c2)cc1[N+](=O)[O-]	1.5
COCC(=O)N(c1ccc(Br)cc1)C1C=CS(=O)(=O)C1 (centres undefined)	-3.4
COc1c(CNCC(O)COc2c(C)cccc2C)c(C)nn1C (centres undefined)	5.9
Cc1ccccc1Cn1cnc(NS(=O)(=O)c2c(C)n[nH]c2C)n1	-14.3

Already shown: entries from further up.
SMILES	LDHA block
Cc1ccc(C(=O)Nc2cnc3ccccc3c2)cc1[N+](=O)[O-]	1.5
COCC(=O)N(c1ccc(Br)cc1)C1C=CS(=O)(=O)C1 (centres undefined)	-3.4
COc1c(CNCC(O)COc2c(C)cccc2C)c(C)nn1C (centres undefined)	5.9
Cc1ccccc1Cn1cnc(NS(=O)(=O)c2c(C)n[nH]c2C)n1	-14.3

Additional structures:
SMILES	LDHA block
Cc1ccc(C(=O)c2sc(Nc3ccc(Cl)cc3C)nc2N)cc1	-9.9
C[C@H]1COc2cc(N3CCN(Cc4ccccc4F)CC3)ccc2S(=O)(=O)N1	-5.0
O=C(c1cc(-c2ccncc2)nc2ccccc12)N1CCN(C(=O)C2CC2)CC1	-12.6
CCOC(=O)c1ccccc1NC(=O)/C(C#N)=C\c1cc(OC)ccc1O	-2.2
Cc1ccc(NC(=O)c2ccccc2C(F)(F)F)c(F)c1	1.9
Cn1c(=O)c2cn(S(=O)(=O)c3ccccc3)nc2n(C)c1=O	-1.2
Cc1ccc(S(=O)(=O)NCC2CCC(C(=O)NCC(=O)N(C)Cc3ccccc3)CC2)cc1 (centres undefined)	7.9
CCN(Cc1ccc(OC)c(OC)c1)C(=O)c1cc2ccccc2oc1=O	8.7
CC(=O)Nc1sc2c(c1-c1nc3ccccc3s1)CCCN(C(C)C)C2	10.1
O=C(Oc1ccc2cc(Br)ccc2c1)C(c1ccccc1)c1ccccc1	1.3
Cc1nc(N(C)C)ncc1C(=O)NCc1ccccc1	-8.2
COc1ccc(-c2cc(C(=O)NC(C)(CO)CO)c3ccccc3n2)cc1	2.4

Two of these compounds, set out differently:
| SMILES | LDHA block |
| --- | --- |
| C[C@H]1COc2cc(N3CCN(Cc4ccccc4F)CC3)ccc2S(=O)(=O)N1 | -5.0 |
| Cc1ccc(C(=O)c2sc(Nc3ccc(Cl)cc3C)nc2N)cc1 | -9.9 |

(further entries)
SMILES	LDHA block
C=CCNC(=S)NNC(=O)C1CCCC1	2.4
Cc1ccccc1CS(=O)(=O)N1CCC(C(=O)NC23CC4CC(CC(C4)C2)C3)CC1	6.5
Cc1ccc2oc(=O)n(CCNC(=O)Nc3ccc(F)cc3)c2c1	3.2
CCOC(=O)c1ccc(NC(=O)C2=C(c3ccccc3)S(=O)(=O)CCO2)cc1	-0.7
CC(=O)c1c(C)nc2ccccc2c1-c1ccccc1	-5.9
CCOC(=O)NC(C)c1ccncc1 (centres undefined)	0.2
C/C(=N\OC(=O)c1cc(-c2ccc(C)c(C)c2)nc2ccccc12)c1ccc(C(C)(C)C)cc1	9.2
CCOc1ccccc1NC(=O)CSc1nc2ccccc2o1	4.3
COc1ccc(CNC(=O)NCc2cccc(OC)c2)cc1	3.0
CC(C)C(=O)NC(C)c1ccc(Cl)cc1Cl (centres undefined)	1.5
CC1CCCCN1S(=O)(=O)c1ccc(NC(=O)CN2C(=O)c3ccccc3S2(=O)=O)cc1 (centres undefined)	-3.0
CCOc1ccc(Nc2nc(-c3ccccc3)c(C(=O)Nc3cccnc3)s2)cc1	-21.6
NC(=O)c1ccccc1OCc1cccc(C(F)(F)F)c1	5.4
Cc1cc(C)cc(-c2nnc(SCc3ncc(-c4ccccc4)o3)o2)c1	-0.4
CCc1ccc(-c2nc(SCc3nc4cc(S(=O)(=O)N(C)C)ccc4n3CC)n[nH]2)cc1	-0.2
NC(=O)C(Sc1ccc2c(c1)OCCCO2)c1ccccc1 (centres undefined)	1.4
O=C(CSc1nc2cc(Cl)ccc2s1)NC1CCCC1	-3.8
CCOc1cccc(/C=C(/C#N)C(=O)c2ccccc2OC)c1	0.9
COc1ccccc1C1c2c(n[nH]c2C)Nc2[nH]c(=O)[nH]c(=O)c21 (centres undefined)	6.0
COc1cc(C(=O)OCc2ccc(Br)cc2)cc(OC)c1OC	11.1
CCCn1nc(C(=O)NC(c2ccc(OCC)c(OCC)c2)C(C)C)c2ccccc2c1=O (centres undefined)	5.7
O=C(Oc1ccc(Cl)cc1)c1cc2ccccc2oc1=O	2.5
CCN1CCCC1CNC(=O)C(=O)Nc1cccc2[nH]ccc12 (centres undefined)	-1.0
CC(NCC(=O)NC1(C#N)CCCCC1)c1ccc(Cl)cc1Cl (centres undefined)	0.4
CCOc1cc(/C=C(\C#N)c2nc3ccccc3[nH]2)ccc1OC(C)CC (centres undefined)	12.9
Cc1cc(C)n(Cc2c(C(=O)NCCc3ccccc3)noc2C)n1	-4.9
CCCc1cc(=O)n2c(C(=O)NCc3ccccc3)c(C(=O)Nc3ccc(Cl)cc3C)sc2n1	7.6
CCCCNC(=O)CSc1c2c(nc3cc(Cl)ccc13)CCCC2	9.2
CCOc1ccc(S(=O)(=O)Nc2nc3ccccc3nc2NC2CCCCC2)cc1	10.3
COc1cccc(OC)c1C(=O)Oc1ccc2c(c1)O/C(=C\c1ccc(C(C)(C)C)cc1)C2=O	-5.6
CSCc1ccc(C(=O)Nc2cccc(F)c2)o1	0.0
COCCn1c(-n2nc(C)c(C)c2C)nc2c1c(=O)n(CCc1ccccc1)c(=O)n2C	-3.9
CCOc1ccc(CCN2C(=S)N([C@@H](Cc3ccc(O)cc3)CN3CCC[C@@H]3CN3C(=S)NC[C@@H]3Cc3ccc(O)cc3)C[C@@H]2Cc2ccc(O)cc2)cc1	-7.1
COc1ccc(NC(=O)c2cc(S(=O)(=O)N3CCCCC3)c[nH]2)cc1OC	-4.0
COc1ccc(Cl)cc1NC(=O)CCc1ncc(-c2ccccc2)o1	0.6
Cc1cc(C)n(-c2ncnc3scc(-c4ccc(Cl)cc4)c23)n1	-0.7
O=C1CSc2ccc(C(=O)Nc3ccc4c(c3)OCCO4)cc2N1	3.1
CN1CCN(C(C(=O)O)c2c[nH]c3ccc(NC(=O)c4ccccc4)cc23)CC1 (centres undefined)	0.1
CC(=O)c1ccc(NC(=O)c2ccc(Cl)cc2N2CCCC2=O)cc1	-0.2
C=C(C)CN1CCN(c2nc3c(c(=O)[nH]c(=O)n3C)n2Cc2ccc(C)cc2)CC1	3.2
O=C(Nc1ccc(S(=O)(=O)N2CCOCC2)cc1)C1CC(=O)N(CCc2ccc(F)cc2)C1 (centres undefined)	1.5
CC(Cc1cccs1)N(Cc1ccc(Cl)cc1)C(=O)c1ccc(C(F)(F)F)cc1 (centres undefined)	-4.9
O=S(=O)(c1ccc2c(c1)OCCO2)N1CCN(S(=O)(=O)c2cc(F)c(F)cc2F)CC1	3.8
CC(C)(CNC(=O)C1(c2ccc(F)cc2)CCC1)C(N)=O	5.8
COc1cc(CN(C(=O)c2cc(NC(C)=O)cc(NC(C)=O)c2)C2CC2)ccc1OC(F)F	-6.3
CCCC(C)NC(=O)CSc1nc2ccccc2o1 (centres undefined)	-5.4
COC(CNC(=O)c1ccc(CNS(=O)(=O)c2ccc(Br)cc2)cc1)OC	-7.7
COC(=O)CCSc1nnc(-c2nn(Cc3ccccc3)c(=O)c3ccccc23)o1	-4.1
O=C(NC1CCCCC1)C1CCCN(CCCc2nc3ccccc3o2)C1 (centres undefined)	5.5
O=C1CC(C(=O)Nc2ccc(Br)cc2)c2ccc(F)cc2N1 (centres undefined)	7.6
Cn1c(Cl)nc2c1c(=O)n(Cc1cccc(Cl)c1)c(=O)n2C	6.4
CC(C)(C)c1ccc2cc(C(=O)O)[nH]c2c1	-9.7
COc1ccc(OC)c(CN2CCCCCC2c2cccs2)c1 (centres undefined)	-5.1
CCn1nc(C(=O)OCC(=O)N(C)Cc2ccco2)c2ccccc2c1=O	-1.0
CO[C@@H]1CN(C)C(=O)c2cc(NC(=O)Nc3cc(F)ccc3F)ccc2OC[C@H](C)N(C(=O)c2ccccn2)C[C@@H]1C	3.5
CCCCNC(=O)c1c(N)[nH]c(C(=O)c2ccccc2)c1-c1ccccn1	4.9
CCCC[C@@H]1CC2=C(C(=O)OC(C)(C)O2)[C@@H](c2ccc(F)cc2)O1	0.3
O=C(CCc1nc2sc3c(c2c(=O)[nH]1)CCCC3)N1CCCCC1	7.5
Cc1cccc(CNC(=O)c2ncoc2-c2cccs2)c1	11.1
COC(=O)c1cc2ccccc2cc1OS(=O)(=O)c1ccc(C)cc1C	0.4
Next compounds follow.
SMILES	LDHA block
Cc1ccccc1C(=O)NC1(C(F)(F)F)N=C(c2ccccc2)N(Cc2ccco2)C1=O (centres undefined)	-23.0
CCCCn1c(=O)[nH]c(=O)c2c1nc(COC(=O)c1ccccc1C(F)(F)F)n2CC	3.0
CC(=O)C1C(=O)CC(C)(O)C(C(C)=O)C1c1ccc(O)cc1 (centres undefined)	0.0
Cc1ccc(-c2csc3c2NC(=O)CC3c2ccc(C)cc2)cc1 (centres undefined)	6.7
NC(=O)CSc1nc(-c2cccs2)nc2ccccc12	-6.4
CC(C)(C)c1nc2cc(NC3CCCCNC3=O)ccc2o1 (centres undefined)	1.8
CCOCCCNCc1ccc(-c2ccccc2)o1	5.1
Cc1cc2nc(CSc3nc4ccc(NC(=O)CCC5CCCC5)cc4s3)cc(=O)n2o1	-8.4
C/C(CC(=O)Nc1cccc2c1CCCC2)=N\NC(=O)c1ccccn1	10.7
CC(NC(=O)Cn1nc(-c2ccc(F)cc2)oc1=O)c1ccc2c(c1)CCCC2 (centres undefined)	-1.0
CC(C)C(=O)NCC(C)(C)CNC(=O)C(C)C	-4.2
COc1cccc2c(C)nc(Nc3nc(C)c(Cc4ccc(C)cc4)c(=O)[nH]3)nc12	-11.0

Molecules from the list above that have bromine, in the order listed:
SMILES	LDHA block
COCC(=O)N(c1ccc(Br)cc1)C1C=CS(=O)(=O)C1 (centres undefined)	-3.4
O=C(Oc1ccc2cc(Br)ccc2c1)C(c1ccccc1)c1ccccc1	1.3
COc1cc(C(=O)OCc2ccc(Br)cc2)cc(OC)c1OC	11.1
COC(CNC(=O)c1ccc(CNS(=O)(=O)c2ccc(Br)cc2)cc1)OC	-7.7
O=C1CC(C(=O)Nc2ccc(Br)cc2)c2ccc(F)cc2N1 (centres undefined)	7.6

Other structures.
SMILES	LDHA block
O=C(NCC(O)c1ccccc1)c1ccc(CNS(=O)(=O)c2ccccc2)cc1 (centres undefined)	-1.4
CCCC(=O)Nc1nc2ccc(CCC(=O)N3CCN(c4ccccc4F)CC3)cc2s1	-8.5
Cc1cccc(NC(=O)CNC(=O)c2cc(=O)c3ccccc3o2)c1C	-0.3
CCCCCCNC(=O)CCNC(=O)c1ccccc1	-3.3
CCCCC[C@H]1CCCCC[C@H](O)C[C@H](O)[C@@H](O)/C=C/C(=O)O1	-0.5
N#Cc1c(N)n[nH]c1CCCNC(=O)c1cc(-c2ccco2)nc2ccccc12	-1.8
N#Cc1cc2c(nc1SCc1ccccc1Cl)CCCC2=O	-5.9
N#CC1=C(N)OC2=C(C(=O)CC(c3ccccc3)C2)C1c1cccc(Cl)c1 (centres undefined)	1.3
O=C(CCc1ncc(-c2c(F)cccc2F)o1)N1CCCN(Cc2ccccc2)CC1	0.5
Cc1cccc(NC(=O)c2cc(C)nc3ccccc23)n1	-14.4
Clc1ccccc1/C=N/Nc1ccccc1	0.9
O=C1CC(O)=C(Br)O1	20.0
CCOc1ccc(NC(=O)c2cnn(-c3ccc(F)cc3)c2-n2cccc2)cc1	4.1
CC(=O)C1=C(C)CC2C3CC=C4CC(O)CCC4(C)C3CCC12C (centres undefined)	4.4
CCc1c(C)sc2nc(N(CC)CCO)n3nc(-c4ccccc4)nc3c12	8.3

Five structures out of the list, sorted by count of non-hydrogen atoms, falling:
SMILES	LDHA block
CCOc1ccc(NC(=O)c2cnn(-c3ccc(F)cc3)c2-n2cccc2)cc1	4.1
N#CC1=C(N)OC2=C(C(=O)CC(c3ccccc3)C2)C1c1cccc(Cl)c1 (centres undefined)	1.3
CC(=O)C1=C(C)CC2C3CC=C4CC(O)CCC4(C)C3CCC12C (centres undefined)	4.4
N#Cc1cc2c(nc1SCc1ccccc1Cl)CCCC2=O	-5.9
Cc1cccc(NC(=O)c2cc(C)nc3ccccc23)n1	-14.4

Source: PubChem BioAssay

Not all compounds are listed; rates above refer to the full screens.
